Screening data from PubChem BioAssay.
CAL PDZ FP-1: blocks peptide binding to the human CAL PDZ domain; AID 602252; inhibition, % at 24.9 µM; purified CAL PDZ, TMR-peptide fluorescence polarization, 1 h; hit rate 0.92% among 300,000;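 active means mean inhibition of at least 30% with at least half of replicates also reaching 30%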;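 further: 0% = DMSO neutral control and 100% = excess unlabeled competitor peptide PRC23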
AddAB inh: less growth of phage-infected E. coli with AddAB | E. coli expressing H. pylori AddAB, absorbance growth | inhibition, % at 11.9 µM | hit rate 0.29% among 330,000 | AID 435030; in the data active means inhibition above about 12%;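 further: 0% = vehicle wells of infected cells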
Wnt bcat act: Wnt/beta-catenin pathway activation. hit rate 1.2% among 300,000. Wnt/beta-catenin reporter cell assay, activator, plate reader. activation, % at 9.35 µM; in the data active means activation above about 30%, passing the limit was not always enough;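 further: 0% = neutral control wells and 100% = positive control wells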
SR-BI DiI inh: blocks mouse SR-BI lipid uptake from DiI-HDL. AID 488896. Q61009. hit rate 0.96% among 320,000. ldlA[mSR-BI] CHO cells, DiI-HDL uptake fluorescence, 3 h. inhibition, % at 12.5 µM;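 active means mean replicate inhibition of at least 70% and a set share of replicates each scoring 70 or more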;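 further: 0% = median of neutral control wells and 100% = median of positive control wells; values of inactives mirror those of a sister screen read the other way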
Target sequence (Q61009 whole entry, looked up): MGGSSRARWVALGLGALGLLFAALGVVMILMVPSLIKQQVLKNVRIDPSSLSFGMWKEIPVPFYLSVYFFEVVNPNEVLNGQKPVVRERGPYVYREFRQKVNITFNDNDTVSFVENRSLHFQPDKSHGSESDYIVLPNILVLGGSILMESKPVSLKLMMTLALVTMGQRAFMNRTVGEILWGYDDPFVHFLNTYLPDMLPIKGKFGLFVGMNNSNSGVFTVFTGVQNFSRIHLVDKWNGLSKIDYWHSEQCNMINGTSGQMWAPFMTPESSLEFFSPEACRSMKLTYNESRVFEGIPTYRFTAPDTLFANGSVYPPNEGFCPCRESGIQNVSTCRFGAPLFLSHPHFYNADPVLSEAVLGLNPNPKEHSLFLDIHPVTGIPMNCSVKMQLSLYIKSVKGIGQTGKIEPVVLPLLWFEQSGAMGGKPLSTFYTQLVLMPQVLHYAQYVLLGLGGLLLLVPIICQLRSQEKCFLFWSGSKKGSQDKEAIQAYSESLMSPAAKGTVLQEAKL
phage Ecoli inh: E. coli growth loss with phage present | growth absorbance | inhibition, % at 11.9 µM | hit rate 0.26% among 360,000; in the data active means inhibition above about 11%
MITF TRPM1 HTS: MITF TRPM1 promoter activation in melanoma cells | SK-MEL-5 TRPM1-promoter luciferase, 24 h; % of positive control, neutral wells = 0 | activation, % at 12.5 µM | hit rate 0.75% among 300,000;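 active means mean activation of at least 80% with every replicate also reaching 80%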;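 further: 0% = neutral control wells and 100% = parthenolide positive control wells; values of inactives mirror those of a sister screen read the other way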
SR-BI uptake up: SR-BI HDL lipid transfer activation | CHO ldlA[mSR-BI] cells, DiI-HDL uptake fluorescence, 3 h; 100 = double the neutral-control signal | activation, % at 12.5 µM | hit rate 0.096% among 320,000 | AID 504775;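 active means mean replicate activation of at least 60% and every replicate at or above 60%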;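 further: 0% = median plate neutral-control signal and 100% = twice that signal; values of inactives mirror those of a sister screen read the other way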
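System: CHO ldlA[mSR-BI] cells / Medium: HEPES-buffered (25 mM, pH 7.4) F12 plus 0.5% BSA / Probe or stimulus: labelled HDL, 10 µg/mL / Doses: single compound concentration, delivered by pin transfer / Schedule: 3 h, 37 °C / Measured by: DiI fluorescence, bottom read / Measure: cell-associated DiI fluorescence as measure of HDL uptake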
CAL PDZ FP-2: inhibitors of human CAL PDZ peptide binding. purified CAL PDZ, TMR-peptide fluorescence polarization, 1 h. Q9HD26. hit rate 0.02% among 330,000. inhibition, % at 20 µM. AID 504414;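 active means highest replicate inhibition of at least 40%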;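 further: plate controls were DMSO neutral control wells for no effect and unlabeled competitor peptide control wells for full effect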
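Material: tagged CAL PDZ domain; buffer or medium: 25 mM sodium phosphate pH 7.4, 150 mM NaCl, TCEP, IgG, Thesit; compound dosing: single point, 20 µM; schedule: 1 h incubation at room temperature before polarization reading; measured by: FP readout, S and P plane fluorescence; read-out basis: percent inhibition from loss of millipolarization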
Ecoli viability: counter-screen for AddAB inhibitors: E. coli growth inhibition; E. coli V3065 growth, OD600 absorbance, 18 h; inhibition, % at 11.9 µM; hit rate 0.27% among 330,000;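 active means inhibition above the campaign's mean inhibition across all tested compounds plus 3 SD, cut at about 9.9% in these data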;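 further: uninfected addAB+ strain grown without phage in ampicillin broth; 0% = DMSO wells and 100% = ciprofloxacin 0.95 µg/ml wells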
Tat export inh: E. coli Tat transport inhibition. hit rate 0.036% among 340,000. E. coli MC4100 TorA-mCherry Tat export, fluorescence. inhibition, % at 10 µM. AID 488895;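 active means mean replicate inhibition at least 50% and at least half of replicates individually reaching 50%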;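 further: exported cargo escapes ClpAP degradation while cytoplasmic cargo is degraded and loses fluorescence; 0% = median of neutral control wells and 100% = median of NaSCN control wells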
* hit, by the source's call; . = not tested or not shown. Compounds were not picked by outcome; 3.6% or so of the library scored in one or more.

smiles,CAL PDZ FP-1,AddAB inh,Wnt bcat act,SR-BI DiI inh,phage Ecoli inh,MITF TRPM1 HTS,SR-BI uptake up,CAL PDZ FP-2,Ecoli viability,Tat export inh
COc1cc(OC)cc(-c2oc(=O)c3cc(OC)c(OC)cc3c2/C=C/c2ccc(F)cc2)c1,-1,0.2,-4,18,0.2,6,-18,-11,-0.4,-1
c1cn2c(NC3CCCC3)c(-c3ccc(N4CCOCC4)cc3)nc2cn1,.,-4.2,6,56,1.7,.,-56,0.8,-2.7,-4
O=C(NCc1ccco1)Nc1ccccc1Cl,-3,1.4,10,-26,2.2,.,26,-0.8,-2.3,-2
CC1CCN(Cc2c(C(=O)N/N=C/c3ccc(C(C)(C)C)cc3)nnn2-c2nonc2N)CC1,-2,2.7,1,-1,2.4,-19,1,-1.5,1.4,-8
Cn1cncc1C#Cc1c(-c2ccc(S(C)(=O)=O)cc2)sc2ccccc12,0,-2.2,-2,41,3.7,15,-41,-0.4,-3.8,-15
Cc1ccc(OCC(=O)Nc2ccc3c4c(cccc24)CC3)c(C)c1,-1,1.6,.,4,3.8,14,-4,-2.7,0.9,-1
CCN(C(=O)c1ccc(Br)cc1)c1ccccc1,-4,-0.6,-1,14,2.1,3,-14,-1.3,-3.7,-7
CC(C)C(c1nnnn1C1CCCCC1)N1CCN(C(=O)c2ccco2)CC1 (centres undefined),-4,1.4,2,-5,1.5,0,5,-0.4,-1.3,-11
CC1CCCCC12NC(=O)N(CC(=O)Nc1ccc(OC(F)F)cc1)C2=O (centres undefined),-3,2.2,-1,5,5.0,.,-5,-0.1,1.7,-7
O=C(C[C@H]1C/C=C\CC[C@@H](Cc2ccc(F)cc2)C(=O)OC[C@H]2CCCN2C1=O)N[C@@H](CO)Cc1ccccc1,-6,-2.2,-3,4,2.1,-2,-4,-1.0,-3.1,7
Cc1ccc(C)c(C(C)NC(=O)Cc2cccs2)c1 (centres undefined),-4,3.2,1,2,-1.3,4,-2,1.3,0.7,1
NC(=O)c1nsc(C(=O)N(CC(=O)NCc2ccccc2)c2cccc(F)c2)c1N,-4,3.3,0,4,-1.8,8,-4,-0.7,-1.3,7
Cn1c(=O)oc2cc(S(=O)(=O)NCCC(=O)NCCc3ccc(Cl)cc3)ccc21,.,0.8,.,6,-1.6,-8,-6,-0.1,0.1,6
Cc1ccc(S(=O)(=O)NNC(=O)c2ccc3ccccc3n2)cc1,.,1.8,22,-7,0.9,5,7,-0.5,2.0,0
Cc1ccc(C(=O)C2CCN(C(=S)NCCCOC(C)C)CC2)cc1,0,-1.4,-3,15,-0.2,-9,-15,0.7,0.4,-1
Nc1nnc(COc2cccc(C(F)(F)F)c2)s1,-3,2.9,.,-31,2.6,7,31,-0.4,0.9,6
NNC(=O)c1sc2nc(N3CCOCC3)c3c(c2c1N)CCCC3,.,1.8,0,.,6.2,.,.,.,0.7,.
COc1ccc(CCNC(=O)Cc2cc3c(cc2[N+](=O)[O-])OCO3)cc1OC,-2,.,8,4,4.0,8,-4,-1.4,.,-2
CCC(NS(=O)(=O)c1ccc(C)cc1)C(=O)O (centres undefined),.,-0.6,.,-1,-0.5,-14,1,-1.6,0.1,3
Cc1ccc2oc(=O)c(/C=C(\O)c3cccs3)nc2c1,0,1.9,35*,.,2.4,.,.,0.4,-1.2,-9
COc1nc(NCCC2=CCCCC2)nc(OC)n1,-6,4.1,.,9,2.6,24,-9,-0.6,0.7,0
CC(C)(C)NS(=O)(=O)c1ccc(CCC(=O)NCc2ccc3c(c2)OCO3)cc1,-4,2.0,.,28,0.9,-1,-28,-1.0,1.9,-2
Cc1ccc(CSCC(=O)Nc2c(C)n(C)n(-c3ccccc3)c2=O)cc1,-2,0.9,-1,-12,1.2,5,12,-0.5,-1.0,-12
NC(=O)c1cc(-c2ccncc2)nc2ccc(Cl)cc12,7,1.2,0,19,3.8,-9,-19,-1.0,0.2,-12
COC(=O)C(NC(=O)c1ccccc1)c1ccccc1 (centres undefined),.,-4.1,.,-14,2.7,3,14,0.5,-2.8,-2

At a glance, part of the list above.
smiles,CAL PDZ FP-1,AddAB inh,Wnt bcat act,SR-BI DiI inh,phage Ecoli inh,MITF TRPM1 HTS,SR-BI uptake up,CAL PDZ FP-2,Ecoli viability,Tat export inh
Cc1ccc(C(=O)C2CCN(C(=S)NCCCOC(C)C)CC2)cc1,0,-1.4,-3,15,-0.2,-9,-15,0.7,0.4,-1
Nc1nnc(COc2cccc(C(F)(F)F)c2)s1,-3,2.9,.,-31,2.6,7,31,-0.4,0.9,6
NNC(=O)c1sc2nc(N3CCOCC3)c3c(c2c1N)CCCC3,.,1.8,0,.,6.2,.,.,.,0.7,.
COc1ccc(CCNC(=O)Cc2cc3c(cc2[N+](=O)[O-])OCO3)cc1OC,-2,.,8,4,4.0,8,-4,-1.4,.,-2
CCC(NS(=O)(=O)c1ccc(C)cc1)C(=O)O (centres undefined),.,-0.6,.,-1,-0.5,-14,1,-1.6,0.1,3
Cc1ccc2oc(=O)c(/C=C(\O)c3cccs3)nc2c1,0,1.9,35*,.,2.4,.,.,0.4,-1.2,-9
COc1nc(NCCC2=CCCCC2)nc(OC)n1,-6,4.1,.,9,2.6,24,-9,-0.6,0.7,0
CC(C)(C)NS(=O)(=O)c1ccc(CCC(=O)NCc2ccc3c(c2)OCO3)cc1,-4,2.0,.,28,0.9,-1,-28,-1.0,1.9,-2
Cc1ccc(CSCC(=O)Nc2c(C)n(C)n(-c3ccccc3)c2=O)cc1,-2,0.9,-1,-12,1.2,5,12,-0.5,-1.0,-12
NC(=O)c1cc(-c2ccncc2)nc2ccc(Cl)cc12,7,1.2,0,19,3.8,-9,-19,-1.0,0.2,-12
COC(=O)C(NC(=O)c1ccccc1)c1ccccc1 (centres undefined),.,-4.1,.,-14,2.7,3,14,0.5,-2.8,-2

Continued:
smiles,CAL PDZ FP-1,AddAB inh,Wnt bcat act,SR-BI DiI inh,phage Ecoli inh,MITF TRPM1 HTS,SR-BI uptake up,CAL PDZ FP-2,Ecoli viability,Tat export inh
CCCn1c(=O)[nH]c(=O)c2c1nc(-c1ccc(OC)c(Br)c1)n2CCOC,2,0.0,-2,-1,3.0,-8,1,-3.0,-1.3,-1
CC(=O)C1C(c2ccncc2)NC(=O)NC1(O)C(F)(F)F (centres undefined),-2,-0.9,0,-44,.,1,44,-1.9,-2.2,-8
COc1ccc(N2CCN(C(=O)c3ccc(NS(=O)(=O)c4ccc(F)cc4)cc3)CC2)cc1,19,1.6,1,-13,2.7,10,13,-1.8,-0.1,-1
O=C(CN1C(=O)C2C3C=CC(C3)C2C1=O)Nc1nc(SCc2ccc(Cl)cc2)n[nH]1 (centres undefined),3,0.0,2,5,0.8,.,-5,-0.1,-0.8,-9
Cc1cc(Nc2ccccc2)nc(-c2ccccc2O)n1,1,1.7,-1,63,3.7,.,-63,0.1,0.9,8
c1cnc2c(OCc3cn4cccnc4n3)cccc2c1,-2,3.7,0,-1,4.1,2,1,-0.4,0.7,10
CC(C)N1CC2(c3ccccc3)CN(C(C)C)CC(c3ccccc3)(C1)C2=O,-8,0.8,.,-2,2.0,4,2,.,-1.3,-8
O=C(CN1CCC(C(O)(c2ccccc2)c2ccccc2)CC1)Nc1cc(Cl)ccc1Cl,1,0.0,-6,.,3.1,-7,.,0.2,0.1,0
Nc1nnc(N2CCc3ccccc32)s1,2,3.3,0,1,3.8,0,-1,0.1,1.2,5
Cc1ccc(C)c(NC(=O)c2cccc(Oc3ccc([N+](=O)[O-])cc3Cl)c2)c1,2,0.3,-3,24,0.8,-9,-24,-2.7,-3.9,-6
CCN1CCN(S(=O)(=O)c2cccc3nsnc23)CC1,-16,-2.5,-4,9,2.2,-1,-9,0.1,-1.2,-2
O=C(c1cnn2c(C(F)F)cc(-c3ccccc3)nc12)N1CCSCC1,1,-0.3,-3,-12,2.3,.,12,-1.9,-1.4,-6
O=S(NC1CCCCC1)C12CC3CC(CC(C3)C1)C2 (centres undefined),-2,0.7,.,16,3.3,9,-16,.,2.6,2
CCCCn1c(N)c(N(CC)C(=O)c2ccco2)c(=O)[nH]c1=O,-1,1.2,3,-27,0.5,-17,27,-0.1,0.3,-7
COc1ccc(OC)c(CN2CCCC(CO)C2)c1 (centres undefined),-17,0.1,0,-1,-1.2,-3,1,-2.7,1.6,0
Cc1ccccc1N1CCN(c2ccccc2NC(=O)/C=C\C(=O)O)CC1,0,.,-1,3,2.5,.,-3,-0.5,.,-1
Nc1nc(NCC(=O)O)nc(NCc2ccccc2)c1[N+](=O)[O-],-8,0.7,-1,-22,-0.5,2,22,-1.2,-1.0,13
Cc1ncc(CN2CCC(C(=O)Nc3cccc(-c4cscn4)c3)CC2)cn1,1,-1.3,-2,26,1.5,-17,.,-2.3,-0.5,-3
CCOC(=O)C1CCN(C(=O)CNS(=O)(=O)c2ccc(Br)s2)CC1,-1,0.1,.,-18,0.9,4,18,.,-1.2,-12
CCCn1c2ccc(C)cc2c2n[nH]c(=S)nc21,-7,2.7,2,-22,0.3,6,22,0.1,0.4,-5
CN1CCN(C(=O)CN(Cc2ccccc2)S(C)(=O)=O)CC1,1,-0.1,.,-14,3.3,2,14,-0.6,-0.1,-10
COc1ccc(C(CCN(Cc2ccc(OC)c(OC)c2)C(=O)CCl)c2ccccc2)cc1 (centres undefined),-3,3.4,-6,5,-0.1,-55,-5,-1.0,0.3,18
CSCC(C)N1CCC(N2CCC(C(=O)NCc3ccccn3)CC2)CC1 (centres undefined),1,1.4,-3,-42,1.6,-9,.,-1.0,-0.4,-13
CC(=O)Nc1ccc(C(=O)/C=C/c2ccc[nH]2)cc1,-3,4.1,43*,23,5.7,44,-23,-1.4,-1.6,-4
Cn1c(/C(C#N)=C/C2CC=CCC2)nc2ccccc21 (centres undefined),-11,0.6,1,23,-1.1,23,-23,-1.8,1.1,-2
Cc1c(Cl)c([N+](=O)[O-])nn1CC(=O)NC12CC3CC(CC(C3)C1)C2,-2,2.7,.,-8,1.0,3,8,0.0,-0.4,-5
COCCCNC(=O)/C=C/c1ccc(Cl)cc1,-2,0.6,-5,9,2.5,35,-9,0.2,-2.5,0
